# Compound activity: PubChem, National Center for Advancing Translational Sciences (NCATS)
# ATXN2 expr inh: inhibitors of ATXN2 expression. HEK-293 ATXN2-luciferase reporter, luminescence, 24 h. Potency, µM (doses to about 57 µM), without a hit: top-dose activity change, negative = inhibition, hits mostly inhibitors. actives 0.72% (n = 360,000). AID 1745845; further: potency means the concentration at half of the fitted maximal effect; on the % scale 0 is the no-effect control and ±100 the full control effect; nearly all actives have a fitted effect of over 55% in size
#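 ATXN2-luciferase reporter cells (luciferase flanked by upstream and downstream ATXN2 gene portions) were treated 24 h at 37 °C with compounds at up to 57 uM. SteadyGlo luminescence gave expression; GF-AFC fluorescence gave viability.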
# IL-1B inflam inh: inflammasome signaling inhibition, IL-1 beta readout | actives 4.7% (n = 360,000) | THP-1 LPS/ATP IL-1B secretion, AlphaLISA, 16 h; hits give low values | AID 743279 | activity change, % at 57.5 µM; in the data active means activity change below about -50%; inconclusive means mostly about -30% to -49%; further: on the % scale 0 is the no-effect control and ±100 the full control effect
#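 Secreted IL-1B measured by AlphaLISA bead assay after 16 h compound exposure of THP-1 cells; compounds (final up to 57.5 uM) added 1 h before LPS (250 ng/mL) and ATP (1.25 mM) stimulation; lower signal means less secretion.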
# MCF10A rereplic: DNA re-replication induction in MCF 10a cells; MCF 10A DNA re-replication, Hoechst nuclear intensity, 48 h; actives 2.9% (n = 350,000); Potency, µM (highest dose often 46.1 µM), inactives show at the top dose activity, positive = re-replication, usual class: activators; AID 624296; further: potency means the concentration at half of the fitted maximal effect; % of control where 0% means no effect; nearly all actives have a fitted effect of over 50% in size
# SW480 rereplic: DNA re-replication induction in SW480 cells; actives 1.8% (n = 340,000); SW480 DNA re-replication, Hoechst DNA content imaging, 48 h; AID 624297; Potency, µM (series often up to 46.1 µM), inactives show top-dose re-replication activation, usual class: activators; further: potency means the concentration at half of the fitted maximal effect; % of control where 0% means no effect; nearly all actives have a fitted effect of over 55% in size
#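 250 cells/well; 23 nL cpd via pin tool; 48 hr, 37 C, 5% CO2; Hoechst 40 min; imager read of total nuclear intensity, ex 405/em 500-530 nm.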
# S2 tox: cell viability loss in ATXN counter-screen; Potency, µM (highest dose often 56.7 µM), most hits filed as cytotoxic; actives 0.49% (n = 400,000); S2 cells (HEK-293 line with an ATXN2-luciferase reporter) viability, CellTiter-Fluor protease fluorescence, 24 h; further: potency means the concentration at half of the fitted maximal effect; nearly all actives have a fitted effect of over 40% in size
# HT1080 IDH1KD tx: HT-1080 IDH1 knockdown cell toxicity (counter line). HT-1080 IDH1 knockdown viability, ATP luminescence, 48 h. Potency, µM (series often up to 46.1 µM), for the others: top-dose activity, negative = toxicity, hits mostly cytotoxic. actives 2% (n = 360,000);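 further: potency means the concentration at half of the fitted maximal effect; 0% = DMSO wells and -100% = cell-free medium wells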
#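 IDH1KD HT-1080 cells, 750/well, RPMI + 5% FBS; compound pinned after 2 h settling; 48 h, 37 °C; CellTiter-Glo luminescence; % activity normalised to DMSO and no-cell wells; curves fitted, classed by r2 and efficacy.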
# HepG2 viability: counter-screen for TGF-b inhibitors: cytotoxicity in HepG2 cells; AID 588856; Potency, µM (top dose mostly 46.1 µM), for the others: at the highest dose activity change, negative = cytotoxicity, actives largely listed as cytotoxic; actives 0.76% (n = 410,000); HepG2 CAGA-GFP viability, ATP luminescence, 18 h; further: potency means the concentration at half of the fitted maximal effect; some results filed as inactive show a strong effect at the top dose
#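 HepG2 CAGA-GFP cells (1000/well, DMEM with 1% FBS) received compound, then TGF-beta at 500 pg/mL final, and were incubated 18 hours at 37 degrees C. Viability was read by CellTiter-Glo luminescence. Media-only wells were set as complete cell-killing and DMSO as no toxicity.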
# HT1080NT lethal: kills 2HG-producing HT-1080-NT fibrosarcoma cells; Potency, µM (doses to about 46.1 µM), inactives show at the highest dose activity, negative = less viability, usual class: cytotoxic; HT-1080-NT fibrosarcoma viability, CellTiter-Glo ATP luminescence, 48 h; actives 1.6% (n = 360,000);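 further: NT is the 2HG producing partner of a matched IDH1 knockdown line; potency means the concentration at half of the fitted maximal effect; 0% = DMSO-treated cells and -100% = media-only wells without cells; nearly all actives have a fitted effect of over 55% in size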
#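 Viability by CellTiter-Glo luminescence after 48 h compound exposure at 37C of HT-1080-NT cells (750/well, RPMI, 5% FBS). % activity scaled between DMSO wells and medium-only wells, then curve-fitted and categorized by curve class.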
# KB-3-1 cytotox: kills parental KB-3-1 adenocarcinoma cells | actives 1.4% (n = 400,000) | KB-3-1 viability, CellTiter-Glo ATP luminescence, 72 h | AID 1347075 | Potency, µM (top dose mostly 46.1 µM), inactives show top-dose activity change, negative = cytotoxic, most hits filed as cytotoxic; further: potency means the concentration at half of the fitted maximal effect; on the % scale 0 is the no-effect control and ±100 the full control effect; nearly all actives have a fitted effect of over 60% in size
#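 Cytotoxicity in the drug-sensitive parental line KB-3-1 was scored as loss of CellTiter-Glo luminescence following 72 h incubation with compound. Values come from curve fitting of normalized concentration-response data.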
# Numbers without * were called inactive; i = inactive; ? = inconclusive; / = no result given; [ ] = another dose, or the depositor's remark. Unless noted, the call rests on the fitted dose curve; in most records, active means well fitted curve in the direction sought with a large enough effect; inconclusive means small, poorly fitted or top-dose-only effect, or another doubt; inactive means no such curve, though single readings can be large; an effect the other way counts as inactive or inconclusive. Rows were taken by chance; 8.9% or so of the library scored in one or more.
SMILES,ATXN2 expr inh,IL-1B inflam inh,MCF10A rereplic,SW480 rereplic,S2 tox,HT1080 IDH1KD tx,HepG2 viability,HT1080NT lethal,KB-3-1 cytotox
Cc1ccc(OCCC(=O)OCC(=O)Nc2ccc3c(c2)OCO3)cc1,4%,16,-10%,-89%[inhibitor],i,-6%,-6%,-7%,-1%
Cc1ccc(-c2nc(CS(=O)CC(=O)NC3CCCCC3)c(C)o2)cc1 (configuration not stated),-10%,0,1%,-4%,i,3%,4%,3%,-1%
COc1cc(OC)cc(C(=O)NNC(=O)c2ccc(S(=O)(=O)N(C)c3ccccc3OC)cc2)c1,-21%,1,25%,5%,i,-3%,0%,1%,-22%
Cc1c(N=C2NC(=O)C(CC(=O)Nc3ccccc3)S2)c(=O)n(-c2ccccc2)n1C (configuration not stated),7%,1,-1%,-8%,i,5%,10%,9%,0%
Cc1ccc(Cl)cc1NC(=S)N(Cc1cccs1)C1CCCC1,-11%[11.3 µM],-15,0%,14%,i,-12%,-20%,-13%,0%
C/C(=N\Nc1nc2ccccc2[nH]1)c1ccc([N+](=O)[O-])cc1,-17%,-16,5%,26%,?,-19%,-33%,-29%,?
CN(CC(=O)Nc1ccc(N2CCOCC2)cc1)C(=O)Cc1ccccc1,2%,3,-6%,-6%,?,12%,12%,0%,2%
COc1ccc(-c2cc(-c3nnc(COC(=O)CC4CCCC4)o3)c3ccccc3n2)cc1OC,-8%[11.3 µM],-9,15µM*,?,i,8%,-5%,0%,4%
CN(C)Cc1nc2ccccc2c(=O)n1CC(=O)Nc1cccc(S(=O)(=O)N2CCOCC2)c1,-20%,-5,-2%,?,i,11%,-3%,3%,1%
O=C(NC(=S)Nc1ccccc1N1CCOCC1)c1ccco1,-13%,1,2%,-7%,i,1%,4%,-14%,6%
CCOc1ccc(NC(=O)Cc2coc3ccc(C)cc23)cc1,-3%,/,/,/,i,/,-51%,/,4%
CCOC(=O)c1ccc(OCc2c(C)noc2C)cc1,2%,6,-3%,-8%,i,-5%,-19%,10%,-6%
Cc1ccccc1Cn1c(SCc2ccc(C(=O)N3CCCCC3)cc2)nc2ccncc21,-13%,/,/,/,i,/,-30%,/,-21%
CN1C(=O)NC(c2ccc(Cl)cc2)C2=C1CC(C)(C)CC2=O (configuration not stated),9%,15,3%,-8%,i,9%,-25%,1%,3%
CN(Cc1ccccc1)C(=O)Cn1nc(C(F)(F)F)c2c1CCC2,-10%,0,-1%,7%,i,3%,0%,20%,12%
Cc1cc(Nc2ccccc2Cl)c2ccccc2n1,?,-96*,?,-1%,i,-4%,-29%,-10%,-25%
CC(C)(C)n1cnc2cc(NCc3cccs3)ccc21,29%,-59*,2%,-2%,i,3%,0%,2%,-2%
CCNS(=O)(=O)c1ccc(OC)c(C)c1,6%,15,-3%,17%,i,2%,-23%,1%,1%
CCn1c2ccccc2c2cc(NC(=O)CNC)ccc21,?,-86*,1%,?,i,?,-34%,?,-2%
CC1(C)c2cc(O)ccc2OC1N1CCOCC1 (configuration not stated),8%,-2,?,-9%,i,-7%,10%,0%,6%

# A portion of the results above, as a working copy:
SMILES,ATXN2 expr inh,IL-1B inflam inh,MCF10A rereplic,SW480 rereplic,S2 tox,HT1080 IDH1KD tx,HepG2 viability,HT1080NT lethal,KB-3-1 cytotox
CCOc1ccc(NC(=O)Cc2coc3ccc(C)cc23)cc1,-3%,/,/,/,i,/,-51%,/,4%
CCOC(=O)c1ccc(OCc2c(C)noc2C)cc1,2%,6,-3%,-8%,i,-5%,-19%,10%,-6%
Cc1ccccc1Cn1c(SCc2ccc(C(=O)N3CCCCC3)cc2)nc2ccncc21,-13%,/,/,/,i,/,-30%,/,-21%
CN1C(=O)NC(c2ccc(Cl)cc2)C2=C1CC(C)(C)CC2=O (configuration not stated),9%,15,3%,-8%,i,9%,-25%,1%,3%
CN(Cc1ccccc1)C(=O)Cn1nc(C(F)(F)F)c2c1CCC2,-10%,0,-1%,7%,i,3%,0%,20%,12%
Cc1cc(Nc2ccccc2Cl)c2ccccc2n1,?,-96*,?,-1%,i,-4%,-29%,-10%,-25%
CC(C)(C)n1cnc2cc(NCc3cccs3)ccc21,29%,-59*,2%,-2%,i,3%,0%,2%,-2%
CCNS(=O)(=O)c1ccc(OC)c(C)c1,6%,15,-3%,17%,i,2%,-23%,1%,1%
CCn1c2ccccc2c2cc(NC(=O)CNC)ccc21,?,-86*,1%,?,i,?,-34%,?,-2%
CC1(C)c2cc(O)ccc2OC1N1CCOCC1 (configuration not stated),8%,-2,?,-9%,i,-7%,10%,0%,6%

# (cont.)
SMILES,ATXN2 expr inh,IL-1B inflam inh,MCF10A rereplic,SW480 rereplic,S2 tox,HT1080 IDH1KD tx,HepG2 viability,HT1080NT lethal,KB-3-1 cytotox
O=C(Nc1cccc(Cl)c1)c1cnccn1,11%,-15,?,1%,i,11%,-3%,13%,-1%
CC(C)(CNC(=O)CCNC(=O)c1ccc(Br)cc1)N1CCOCC1,1%,11,5%,0%,i,-3%,0%,-1%,-4%
CCn1c(C)cc(C(=O)CSc2nnnn2C2CCCC2)c1C,52%[activator],?,?,1%,i,16%,-3%,20%,14%
COc1ccccc1NC(=O)C1=C(C)Nc2nc3ccccc3n2C1c1cccs1 (configuration not stated),-22%,31,?,4.1µM*,?,5.2µM*,9%,7.3µM*,3.3µM*
